# CHO parental Ca – counter-screen for OX1R antagonists: effect in parental CHO cells; parental CHO-K1, ATP-induced calcium, Fluo-8 fluorescence; inhibition, % at 5.6 µM; hit rate 0.63% among 330,000;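 active means inhibition above that plate's mean sample inhibition plus 3 SD, cut at about 26% in these data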;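 further: 0% = ATP-challenged DMSO wells and 100% = DMSO wells without ATP; some compounds past the cut are filed as inactive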
#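 material = parental CHO cells | also added = ATP as calcium-mobilizing challenge | dosing = single point at 5.6 µM | detection = intracellular calcium via Fluo-8 no-wash fluorescent dye | read-out = % inhibition | benchmarks = low control ATP plus DMSO, high control DMSO only | repeats = one well per compound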
# OXTR potentiate – human OXTR potentiation | P30559 | CHO-OTR cells, Fluo-8 calcium fluorescence, potentiator mode; 0% = oxytocin EC15, 100% = EC100 | activation, % at 3 µM | hit rate 0.061% among 320,000;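 active means activation above that plate's cutoff, the mean activation of tested compounds plus 3 SD, cut at about 6.6% in these data, passing the limit was not always enough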;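 further: 100% uses oxytocin at 75 nM as the full agonist control; some results filed as inactive read as strong as hits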
# Target sequence (P30559 whole entry, looked up): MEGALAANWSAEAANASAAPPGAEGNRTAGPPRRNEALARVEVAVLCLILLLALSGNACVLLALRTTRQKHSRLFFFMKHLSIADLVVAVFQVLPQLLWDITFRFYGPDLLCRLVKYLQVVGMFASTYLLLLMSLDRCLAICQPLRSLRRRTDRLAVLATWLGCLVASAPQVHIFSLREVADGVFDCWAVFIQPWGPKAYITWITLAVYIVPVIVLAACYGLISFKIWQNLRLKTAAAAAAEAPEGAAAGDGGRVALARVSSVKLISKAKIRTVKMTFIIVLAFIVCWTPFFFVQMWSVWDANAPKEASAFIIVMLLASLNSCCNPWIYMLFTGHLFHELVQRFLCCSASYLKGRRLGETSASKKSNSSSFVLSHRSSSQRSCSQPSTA
#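 Dosing: Single dose, 3.0 µM nominal final compound concentration | Material: Human OTR in CHO cells | Technique: Kinetic Fluo-8 calcium fluorescence | Benchmarks: EC15 oxytocin alone as 0%, 75 nM oxytocin as 100% | Probe or stimulus: Oxytocin at about EC15, sub-maximal agonist stimulus | Incubation: Compound 6 min at room temperature before oxytocin, 100 s read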
# CHO-K1 Ca antag – M1 antagonist counterscreen hit in parental CHO-K1 cells | ATP-induced calcium, Fluo-8 fluorescence | inhibition, % at 3 µM | hit rate 0.6% among 360,000 | AID 602250;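 active means inhibition above a per-plate cutoff, the plate's mean sample inhibition plus 3 SD, cut at about 24% in these data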;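 further: 0% = DMSO plus EC80 ATP and 100% = DMSO alone without ATP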
# CHO-K1 Ca ag – M1 agonist counterscreen hit in parental CHO-K1 cells; Fluo-8 calcium fluorescence; scaled to maximal ATP response, vehicle zero; activation, % at 3 µM; hit rate 0.48% among 360,000; in the data active means activation above about 15%;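 further: untransfected CHO-K1 host cells lacking M1 receptor as counterscreen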
# CHRM1 PAM – potentiates human M1 receptor response to acetylcholine | P11229 | CHO-K1 hM1, Fluo-8 calcium fluorescence, ACh EC20; 0% = ACh EC20, 100% = maximal ACh | activation, % at 3 µM | hit rate 0.088% among 360,000 | AID 588819; in the data active means activation above about 19%, passing the limit was not always enough
# Target sequence (P11229 whole entry, looked up): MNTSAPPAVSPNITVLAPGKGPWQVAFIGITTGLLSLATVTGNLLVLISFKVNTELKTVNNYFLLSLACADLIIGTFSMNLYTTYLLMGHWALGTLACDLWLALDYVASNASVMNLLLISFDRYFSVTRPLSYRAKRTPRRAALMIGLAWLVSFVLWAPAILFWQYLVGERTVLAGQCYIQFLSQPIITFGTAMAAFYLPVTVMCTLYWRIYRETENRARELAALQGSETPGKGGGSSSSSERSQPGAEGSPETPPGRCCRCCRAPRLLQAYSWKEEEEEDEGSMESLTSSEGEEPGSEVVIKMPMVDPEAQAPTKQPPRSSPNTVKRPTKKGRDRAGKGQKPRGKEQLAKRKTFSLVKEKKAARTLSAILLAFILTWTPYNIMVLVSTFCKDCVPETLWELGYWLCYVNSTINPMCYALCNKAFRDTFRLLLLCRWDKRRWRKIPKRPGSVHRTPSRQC
# CHRM4 antagonist – CHRM4 antagonism in calcium assay. P08173. CHO-hM4 cells, ACh EC80, Fluo-8 calcium fluorescence. inhibition, % at 3 µM. hit rate 0.73% among 360,000. AID 624125;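 active means inhibition above its plate's cutoff, the mean inhibition of sample wells plus 3 SD, cut at about 27% in these data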;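 further: 0% = acetylcholine EC80 with DMSO and 100% = DMSO without agonist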
# CHRM1 agonist – human M1 muscarinic receptor agonism. P11229. CHO-K1 hM1, Fluo-8 calcium fluorescence, agonist mode; 0% DMSO, 100% acetylcholine EC100. activation, % at 3 µM. hit rate 0.33% among 360,000;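 active means activation above the run's mean compound activation plus 3 SD, cut at about 16% in these data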;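 further: peak over basal fluorescence ratio within a 140 s kinetic read after compound addition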
# CHRM4 agonist – CHRM4 agonism in calcium assay; P08173; CHO-K1 hM4/Gqi5, Fluo-8 calcium fluorescence; vehicle 0%, full acetylcholine response 100%; activation, % at 3 µM; hit rate 0.14% among 360,000;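 active means activation above the run mean over all test wells plus 3 SD, cut at about 32% in these data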;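 further: peak over basal fluorescence ratio per well then scaled between controls; 0% = DMSO wells and 100% = acetylcholine at EC100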
# M1 antag – human CHRM1 antagonism; hit rate 1.3% among 360,000; P11229; inhibition, % at 3 µM; CHO-K1 hM1, Fluo-8 calcium fluorescence, ACh EC80 antagonist; AID 588852;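 active means percent inhibition above its own plate's cutoff, namely the mean of that plate's compound wells plus 3 SD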;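 further: peak over basal fluorescence ratio during 140 s after agonist addition; 0% = ACh EC80 plus DMSO and 100% = DMSO alone without agonist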
# Active calls of the source: *; nt = no result given.
SMILES,CHO parental Ca,OXTR potentiate,CHO-K1 Ca antag,CHO-K1 Ca ag,CHRM1 PAM,CHRM4 antagonist,CHRM1 agonist,CHRM4 agonist,M1 antag
O=C1c2ccccc2C(=O)N1OCc1cccc(Cl)c1,-6,0,-1,0.2,11,-13,-2,0,-4
O=S1(=O)NC2c3ccccc3CC2O1 (stereo unspecified),0,-11,-6,-0.4,0,-2,-4,0,1
Cc1ccc(C(C(=O)NCc2ccco2)N(CC2CCCO2)C(=O)Cn2nnc3ccccc32)cc1 (stereo unspecified),-16,-13,-5,0.3,-5,-17,-7,1,-19
CC(C)CN(C(=O)c1cccc(F)c1)c1c(N)n(CC(C)C)c(=O)[nH]c1=O,-2,-2,-1,0.0,-2,-9,-2,1,1
CCc1ccc(NC(=O)c2cccc(NC3=NC4CS(=O)(=O)CC4S3)c2)cc1 (stereo unspecified),0,-6,-6,1.2,-1,-2,-4,5,-11
Cc1cc(=O)oc(C)c1C(=O)N1CCN(c2ccc(F)cc2)CC1,1,-7,-3,-0.2,-1,8,-1,0,-19
O=C(NCc1ccco1)C(=O)NCC(c1ccco1)N1CCOCC1 (stereo unspecified),-3,-7,-15,0.1,5,6,-1,0,-13
Nc1ncnc2c1ncn2[C@@H]1O[C@H](CNCc2ccccc2OCc2ccc(Cl)cc2Cl)[C@@H](O)[C@H]1O,-17,0,-16,-0.1,4,-12,-10,1,-4
COC(=O)c1cc2oc(C)cc2n1CC(=O)N1CCCc2ccccc21,-10,-3,-7,0.6,11,-1,-9,-2,-9
CCOc1ccc(CNc2cccc(SC)c2)cc1,-19,-6,3,-0.6,-12,-8,-4,0,14
CCOC(=O)CSc1nc2ccccc2c(=O)n1C1CCCC1,-15,-3,2,-0.9,-17,5,1,-2,-5
O=C(COc1ccc(Cl)cc1)NC1CC1,nt,nt,13,-0.1,15,-3,3,1,-8
CCn1c(CNc2ccc(Cl)cc2)nnc1SCc1ccccc1,-17,-5,-8,0.6,-1,8,-3,3,-13
O=C1NC[C@H](CCCCN2CCN(CCc3ccccc3)C(=O)C2=O)N(Cc2ccccc2)C1=O,nt,nt,1,0.3,nt,-2,nt,0,nt
CCCC(=O)Nc1sc2c(c1C(=O)Nc1ccccn1)CCCC2,-24,-10,-4,0.1,5,-4,-4,2,5
COCCc1nnc(NC(=O)Cc2ccccc2)s1,8,-4,7,-0.4,4,3,-4,0,-21
CCOCCCNc1ncnc2c1nc1n2CCCC1,nt,nt,-14,1.1,20,-10,0,1,-16
Cc1ccc(NC(=O)COC(=O)c2cccc(N3C(=O)c4ccccc4C3=O)c2)cc1,2,0,-21,0.8,8,1,2,1,-12
O=S(=O)(Nc1cccc(-n2cnnn2)c1)c1cnc(Cl)c(Cl)c1,-2,-3,-1,0.6,7,-2,0,2,-8
COc1ccc(NC(=O)CSc2nc3c(c(=O)n2C)SCC3)cc1OC,-10,-7,-8,1.8,16,-5,-1,1,-16
CCc1noc(C)c1C(=O)N1CCN(S(=O)(=O)c2ccc(Br)cc2)CC1,-17,6,-8,0.8,4,-9,-3,1,-6
O=C(CSc1nnc(COc2ccccc2)o1)Nc1nccs1,5,-8,7,-0.4,-6,5,-2,0,7
O=C(c1cccn2c(=O)c3cc(Cl)ccc3nc12)N1CCOCC1,-13,5,-18,0.6,8,3,-7,0,-5
CC1(C(=O)OCC(=O)Nc2ccc3ccccc3c2)CC1(Cl)Cl (stereo unspecified),0,-21,11,1.8,-7,4,-5,3,15
CCOc1cc(C(=O)NC(=S)Nc2ccc(Cl)c(C(=O)O)c2)cc(OCC)c1OCC,-34,-3,-15,-0.4,2,1,-6,-1,-5
COc1ccccc1NC(=O)Nc1nc(CC(=O)NCc2c(F)cccc2F)cs1,-30,-7,-5,6.0,-6,10,-1,18,7
CCCCN(C=O)c1c(CC)nc2c(OCC(=O)C(C)(C)C)cccn12,nt,nt,3,3.5,7,-3,-6,1,-14
COc1ccc(C2C(C(=O)Nc3cc(C)on3)c3ccccc3C(=O)N2C)cc1OC (stereo unspecified),-4,2,-4,0.1,5,2,0,1,-1
CCCCOC(=O)CSc1nc2c(c(=O)[nH]c(=O)n2C)n1C/C=C(\C)Cl,-8,-3,-1,-0.1,2,-16,-1,1,-20
CN(C)S(=O)(=O)c1cccc(C(=O)Nc2ccccc2)c1,-6,-3,7,0.5,4,4,-7,1,4
O=C(CC(=O)NCCc1ccccc1)NCCc1ccccc1,-15,-8,-24,0.2,10,0,-2,1,-9
COc1ccc(-n2nc3ccc(N)cc3n2)cc1Cl,-3,-3,-10,-0.1,19,-7,1,1,-25
CC(c1ccccc1)N1CC(C(=O)N2CCN(Cc3ccc(C#N)cc3)CC2)CC1=O (stereo unspecified),nt,nt,1,3.1,1,0,-2,2,-5
Cc1ccc(S(=O)(=O)c2nc(S(=O)(=O)c3ccc(C)cc3)c(NCc3ccco3)s2)cc1,-4,-1,-10,0.4,4,5,-4,0,-5
COc1cc(CC(=O)N2CCN(C(=O)C3CCCO3)CC2)cc(OC)c1OC (stereo unspecified),0,1,-6,1.3,4,-4,-1,3,-11
O=C(COC(=O)c1ccc(OC(F)(F)F)cc1)Nc1ncccn1,6,-3,9,-0.4,12,-6,2,0,-4
Cc1ccc(C(C)C)c(OCCCN2CCc3ccccc3C2)c1,-9,-17,-12,3.8,-14,-8,-9,0,4
COc1ccc(O)c(C(=O)c2cnc3c(c2)c(-c2ccc(F)cc2)c(C#N)c(=O)n3C)c1,4,-29,0,-0.4,-5,-3,-6,0,1
O=C(NCCO)/C(=C/c1ccco1)NC(=O)c1ccco1,-11,-10,-4,1.1,5,4,-1,1,-11
O=C(O)c1ccn(COc2ccc(Br)cc2)n1,-7,-10,12,0.1,-1,-20,-2,0,2
O=C(OCC(=O)N1CCc2ccccc21)c1ccc(Cl)nc1,-7,6,-24,-0.3,1,3,-8,-1,1
Cc1[nH]n(-c2c(Cl)cc(Cl)cc2Cl)c(=O)c1C=Nc1ccc(S(=O)(=O)N2CCOCC2)cc1,-3,-10,-2,0.2,-1,9,-7,1,-1
CC[C@]12c3[nH]c4ccccc4c3CCN1C(=O)C(CC(=O)NCCCN(C)C)C[C@@H]2C(=O)N1CCN(C(=O)c2ccco2)CC1 (stereo partly specified),-3,0,1,0.2,-5,7,-7,0,9
CCOC(=O)N1CCC(NC(=O)c2cc3ccccn3n2)CC1,-6,-6,11,0.2,11,5,-3,0,-12
O=C(CSc1nnc(CNC(=O)c2cccs2)o1)Nc1ccc2c(c1)OCO2,-5,-11,-5,0.3,10,-9,0,1,0
Cc1cc(=O)n2c3c(c4c(cc13)c(CN(C)C)cc(=O)n4C)OC2,nt,nt,-8,2.5,0,-1,-3,8,-6
O=C(CSc1nnc(CNC(=O)c2c(F)cccc2F)o1)NCc1ccc2c(c1)OCO2,nt,nt,-13,0.5,11,-7,-2,1,-16
CC(C)c1ccc(NC(=O)c2ccc(-c3ccnn3C)c3ccoc23)cc1,nt,nt,-2,2.6,-12,7,-2,7,17
Cc1cc(C)n(Cc2cccc(C(=O)N/N=C/c3ccncc3)c2)n1,4,-5,0,1.4,12,-4,-6,3,-15
O=C(O)CCC(=O)NNC(=O)c1cccc(Cl)c1,7,-8,-3,0.8,3,-12,-2,-1,-9
COC(=O)c1c(/N=C/N(C)C)sc2c1CCN(c1ncc(C(F)(F)F)cc1Cl)C2,1,-11,19,-0.1,2,-4,-2,-1,3
Cc1ccc(NC(=S)NCc2ccc(S(N)(=O)=O)cc2)c(C)c1,8,-18,-3,-0.4,15,28*,-7,1,-1
CCOc1ccc2nc(SCC(=O)NCc3ccccc3OC)[nH]c2c1,-24,-3,1,-0.2,3,6,-8,0,-3
O=C(COC(=O)c1sc2ccccc2c1Cl)NC1CCCCC1,-10,-5,-12,0.9,8,-13,-4,1,-12
CCN(CC)S(=O)(=O)c1ccc(OCC(=O)NCc2ccco2)cc1,15,-6,-6,0.6,22,-6,-2,1,-15
COc1ccc2c(=O)c(-c3ccc(OC)c(OC)c3)coc2c1,-11,1,12,0.1,-8,-13,-3,2,3
CCCCc1nc2ccccc2n1Cc1nnc2n1-c1ccccc1SC2,-19,-9,-7,0.5,3,-8,-5,0,-9
Cc1ccccc1C(=O)NC1CCN(CC(=O)Nc2ccc3c(c2)OCCO3)CC1,4,-3,-16,1.3,6,-2,-5,0,4
COc1ccc(-c2nc(C)ncc2-c2ccc(Cl)cc2)c(O)c1,-26,-4,-28,-1.2,4,-32,-8,-2,-7
O=C1CC(=Nc2ccccc2)NN1c1ccccc1,-7,-20,17,0.3,0,-8,-3,3,2
# Remaining list, next part
SMILES,CHO parental Ca,OXTR potentiate,CHO-K1 Ca antag,CHO-K1 Ca ag,CHRM1 PAM,CHRM4 antagonist,CHRM1 agonist,CHRM4 agonist,M1 antag
CC(=O)O[C@H]1CSC[C@H]1NC(=O)c1ccccc1,2,-13,-1,0.1,-1,3,-4,0,3
Cc1ccc2[nH]c3c(NCc4ccco4)ncnc3c2c1,-6,-12,11,13,-8,4,-1,13,20
CN(Cc1ccccc1)C1CC(=O)N(c2ccc(C(=O)O)cc2)C1=O (stereo unspecified),-2,0,-30,0.4,5,-23,-1,1,-9
COc1ccccc1CN(C)C(=O)c1cccc(S(=O)(=O)N2CCCC2)c1,-22,1,-16,0.2,5,8,-7,1,3
NNC(=O)CNC(=O)CNS(=O)(=O)c1ccccc1,-11,-10,-6,0.1,13,-6,-4,1,-12
COc1ccc(S(=O)(=O)N2CCCN(CC(=O)Nc3ccc(NC(C)=O)cc3)CC2)cc1,-3,-1,-5,-0.1,-2,1,1,0,6
C=CCc1ccc(OCc2ccc(C(=O)Nc3ccc(NC(C)=O)cc3)o2)c(OC)c1,-6,-7,-6,3.1,-2,-7,-4,7,-6
CCc1nc2ccc(C(=O)NCCOc3ccc(OC)cc3)cn2c1N(CCC(C)C)CCN(C)C,nt,nt,-12,3.2,-8,-7,34*,4,11
O=C(CN1CCOCC1)Nc1cccc([N+](=O)[O-])c1,-6,0,-12,2.0,14,-10,-1,0,-19
CCOC(=O)Nc1sc(C)c(C)c1C(=O)OCC,-7,-4,-2,-0.2,11,-5,0,0,-1
CCOC(=O)[C@H]1[C@H]2COc3ccccc3[C@@H]2N2C(=O)c3ccc(C)cc3NC(=O)[C@@]12C,-17,9,-2,-0.7,3,0,-6,-1,2
Cc1ccc2c(c1)N(CC(=O)NC1CCCC1)C(=O)c1cccnc1O2,-13,-1,-1,0.8,2,-12,-1,2,-10

# A different layout for some results above:
# The line under a structure holds: CHO parental Ca, OXTR potentiate, CHO-K1 Ca antag, CHO-K1 Ca ag, CHRM1 PAM, CHRM4 antagonist, CHRM1 agonist, CHRM4 agonist, M1 antag
O=C(NCCO)/C(=C/c1ccco1)NC(=O)c1ccco1
  -11, -10, -4, 1.1, 5, 4, -1, 1, -11
O=C(O)c1ccn(COc2ccc(Br)cc2)n1
  -7, -10, 12, 0.1, -1, -20, -2, 0, 2
O=C(OCC(=O)N1CCc2ccccc21)c1ccc(Cl)nc1
  -7, 6, -24, -0.3, 1, 3, -8, -1, 1

# Compound activity from PubChem.
